# Compound activity (PubChem)
# VHR inh abs: VHR1 phosphatase inhibitors, primary screen, biochemical, absorbance, uHTS; recombinant VHR phosphatase, pNPP absorbance; inhibition, % at 13.3 µM; Dual specificity protein phosphatase 3 (Homo sapiens), P51452; actives 0.52% (n = 290,000); AID 1654, 2009; in the data active = inhibition above about 50%; note: some compounds called inactive have numbers as strong as hits
# CCHF vOTU inh: CCHFV vOTU protease inhibitors, primary screen, biochemical, Pep-AMC substrate, fluorescence. Crimean-Congo hemorrhagic fever virus L polyprotein viral ovarian tumor (vOTU) protease …. inhibition, % at 11.5 µM. actives 0.55% (n = 370,000). AID 651958, 2012; note: 0% = vehicle wells with enzyme and 100% = no enzyme wells
# Mtb FBA inh: Mtb FBA enzyme inhibitors, primary screen, biochemical, fluorescence, strain H37Rv; Fructose-bisphosphate aldolase (Mycobacterium tuberculosis (strain ATCC 25618 / H37Rv)), …; purified M. tuberculosis FBA, fluorescence read-out; inhibition, % at 1 µM; actives 2.3% (n = 360,000); AID 588726, 2011; in the data active = inhibition above about 27%;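 note: 0% = vehicle and 100% = reference inhibitor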
# BoNT-F LC inh: BoNT/F light chain protease inhibitors, primary screen, biochemical, flow cytometry, MLPCN library. Botulinum neurotoxin type F light chain protease (Clostridium botulinum). actives 0.22% (n = 360,000). AID 588497, 2011. inhibition, % at 10 µM. Multiplex microsphere protease cleavage assay; in the data active = inhibition above about 35%, passing the limit was not always enough; inconclusive = no clear call, values can overlap the other calls; note: plate controls were buffer without enzyme for full effect and enzyme alone for no effect
# GDH-TPI counter: GDH-TPI coupling enzyme inhibitors, primary screen, artefact control for M. tuberculosis FBA inhibitor project, biochemical, absorbance, full deck. GDH-TPI coupled enzyme counterscreen, NADH absorbance. inhibition, % at 4.8 µM. actives 1.2% (n = 360,000). AID 588335, 2011;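 note: 0% = DMSO wells and 100% = wells lacking the enzyme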
# Mtb BioA inh: M. tuberculosis BioA enzyme inhibitors, primary screen, biochemical, plate reader, single point, HTS | 7,8-diaminopelargonic acid synthase BioA (Mycobacterium tuberculosis) | purified M. tuberculosis BioA enzyme | inhibition, % at 9.99 µM | actives 0.096% (n = 360,000) | AID 602481, 2012; in the data active = inhibition above about 40%; inconclusive = no clear call, values can overlap the other calls
# Rv3671c inh: Rv3671c serine protease inhibitors, primary screen, biochemical, fluorescence polarization, M. tuberculosis H37Rv. actives 0.048% (n = 320,000). inhibition, % at 5.96 µM; in the data active = inhibition above about 38%;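 note: extracellular domain of Rv3671c used as enzyme; 0% = enzyme with DMSO and 100% = no enzyme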
# Target sequence (P9WHR9 whole entry, looked up, the tested form may be a part): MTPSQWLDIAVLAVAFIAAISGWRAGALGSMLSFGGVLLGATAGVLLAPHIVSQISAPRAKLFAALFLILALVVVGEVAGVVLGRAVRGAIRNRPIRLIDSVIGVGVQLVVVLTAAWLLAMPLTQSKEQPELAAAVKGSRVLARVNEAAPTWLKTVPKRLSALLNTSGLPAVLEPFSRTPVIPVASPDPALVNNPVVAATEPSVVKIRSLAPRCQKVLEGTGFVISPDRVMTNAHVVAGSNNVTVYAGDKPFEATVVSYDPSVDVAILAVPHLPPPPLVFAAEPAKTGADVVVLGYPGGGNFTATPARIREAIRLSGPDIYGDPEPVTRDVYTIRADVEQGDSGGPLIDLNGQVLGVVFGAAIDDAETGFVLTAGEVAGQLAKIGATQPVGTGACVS
# MazF activator: activators of E. coli MazEF toxin-antitoxin RNase, primary screen, biochemical, fluorescence, uHTS. FAM/BHQ RNA-DNA oligo cleavage fluorescence, 5 h. activation, % at 20 µM. actives 0.32% (n = 350,000); in the data active = activation above about 50%
# Target sequence (P0AE70 whole entry, looked up): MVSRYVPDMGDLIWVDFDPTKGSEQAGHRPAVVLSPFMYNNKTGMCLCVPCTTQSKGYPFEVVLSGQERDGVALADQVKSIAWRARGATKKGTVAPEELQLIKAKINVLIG
# FadD28 binding: inhibitors of FadD28 bisubstrate probe binding, primary screen, biochemical, fluorescence polarization, single point | AID 588549, 2011 | Mycobacterium tuberculosis FadD28 fatty-acid-AMP ligase | inhibition, % at 12.5 µM | actives 0.22% (n = 360,000); in the data active = inhibition above about 8.5%, passing the limit was not always enough; inconclusive = no clear call, values can overlap the other calls
# UGM FP inh: M. tuberculosis UGM enzyme inhibitors, primary screen, biochemical, fluorescence polarization, single point. inhibition, % at 10 µM. purified UGM, fluorescence polarization probe displacement. actives 0.06% (n = 320,000); in the data active = inhibition above about 10%, passing the limit was not always enough; inconclusive = no clear call, values can overlap the other calls
# Target sequence (P9WIQ1 whole entry, looked up): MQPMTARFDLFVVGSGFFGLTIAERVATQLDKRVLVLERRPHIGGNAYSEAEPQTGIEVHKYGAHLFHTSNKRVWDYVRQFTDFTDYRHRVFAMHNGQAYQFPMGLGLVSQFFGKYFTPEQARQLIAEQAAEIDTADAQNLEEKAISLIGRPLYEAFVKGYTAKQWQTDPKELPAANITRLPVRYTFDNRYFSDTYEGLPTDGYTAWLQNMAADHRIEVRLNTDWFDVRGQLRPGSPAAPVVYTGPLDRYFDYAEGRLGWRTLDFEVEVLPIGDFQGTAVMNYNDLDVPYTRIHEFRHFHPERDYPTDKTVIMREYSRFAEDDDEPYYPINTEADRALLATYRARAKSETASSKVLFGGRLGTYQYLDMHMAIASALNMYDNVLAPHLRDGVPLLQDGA
# Active calls of the source: *; ? = inconclusive; nt = no result given. Cut-off read from the data, not from the text of the source, unless noted: active = inhibition above about 30%; inactive = the rest.
SMILES,VHR inh abs,CCHF vOTU inh,Mtb FBA inh,BoNT-F LC inh,GDH-TPI counter,Mtb BioA inh,Rv3671c inh,MazF activator,FadD28 binding,UGM FP inh
O=C(COC(=O)CN1C(=O)c2ccccc2C1=O)Nc1ccc(S(=O)(=O)N2CCCC2)cc1,16,-1,-9,?,-11,-0.7,2,-3,-4.7,0.2
CS(=O)(=O)c1ccc(C(=O)N2CCc3ccccc3C2)cc1,47,-4,0,-4,-2,nt,0,0,-0.4,0.3
COc1ccc(NC(=O)Cc2ccsc2)c(OC)c1,-8,3,0,-49,-1,-0.4,-2,4,-1.3,-2.0
CCc1cc(C(=O)OC)c(NC(=O)CC2SC(N)=NC2=O)s1 (stereo not given),7,0,5,4,7,nt,3,7,-0.6,-2.5
COc1ccc(CCN2CC(C(=O)NC3CCOCC3)CCC2=O)cc1 (stereo not given),13,7,1,-1,8,-1.0,5,11,-3.0,-0.8
O=C(NCCc1c[nH]c2ccccc12)C(=O)Nc1cc2c3c(c1)CC(=O)N3CCC2,nt,-4,4,8,4,8.6,-15,5,0.4,-1.8
COc1ccc(-c2nnn(CC(=O)N(CCCN3CCOCC3)C(C(=O)NC3CCCC3)c3ccc(C)o3)n2)cc1 (stereo not given),-8,-10,-4,2,-2,nt,-5,13,0.5,-2.6
O=C(NCCc1ccccc1)C(c1cccs1)N(C(=O)c1csnn1)C1CC1 (stereo not given),4,-3,-1,7,-1,-0.5,-8,-8,-1.8,3.1
CC(=O)N1c2ccc(S(=O)(=O)N(C)CC(=O)NC3CCCC3)cc2CC1C (stereo not given),-2,7,1,0,6,-1.9,-3,-1,-0.9,-2.7
O=C(O)/C=C/C(=O)NCCc1ccc(Cl)cc1,8,7,-7,?,-3,-0.8,3,-4,-3.2,4.2
COCCn1c(SCC(=O)Nc2ccc3[nH]c(=O)[nH]c3c2)nc2ccccc2c1=O,19,8,2,-2,4,-2.1,7,-3,2.3,-4.7
O=C(COC(=O)c1ccc2ncsc2c1)Nc1ncc(Cl)cc1Cl,-7,-18,3,-12,-1,nt,-8,1,0.4,3.5
COc1ccc(-c2nc(/C=C3\C(C)=Nc4ccccc43)c(O)o2)cc1,13,0,-21,8,29,nt,-25,-63,0.3,-1.6
COc1ccc(OCc2cc(C(=O)N3CCCC(O)C3)no2)c2ccccc12 (stereo not given),16,-5,1,4,9,0.7,1,-3,-1.5,-2.1
CSc1nc2c(c(=O)n1-c1ccc(F)cc1)SCC2,4,-13,0,-8,21,1.7,7,2,-2.9,1.7
COc1ccc(C2CC(c3cccs3)Nc3nnnn32)cc1 (stereo not given),24,8,2,-1,-1,nt,11,10,-5.1,-0.4
CCc1cccc(C)c1NC(=O)CSc1n[nH]c(N)n1,nt,9,-1,-3,0,-0.5,-4,2,-2.6,1.6
Cc1ccccc1-c1nnc(-c2ccccc2)o1,32,-5,3,-11,-2,-2.6,-2,2,-4.0,-6.3
CCC1Oc2ccccc2N(CC(=O)NCCCN2CCCCC2CC)C1=O (stereo not given),11,13,-1,-5,-11,1.4,8,-6,-4.3,1.4
Cn1nnnc1Sc1ncnc2scc(-c3ccc(Cl)cc3)c12,nt,1,2,1,-2,1.5,-2,3,-4.5,4.8
CC(=O)N(C(C)=O)c1ncc2c([nH]c3ccccc32)c1C#N,46,-23,38*,7,11,-0.3,-2,3,-1.4,-1.5
CCCCC(O)(CCN1CCOCC1)c1ccc(Cl)cc1 (stereo not given),-21,nt,2,3,10,-2.2,-7,2,-1.3,1.4
COc1ccccc1C(=O)NNC(=O)c1sccc1-n1cccc1,14,-9,-3,0,-2,0.7,6,12,0.0,0.3
COc1ccc(-n2c(=S)[nH]c3cc(C(=O)NCCCN4CCCC4=O)ccc3c2=O)cc1OC,33,-3,0,-1,8,-1.5,-7,4,-1.5,5.8
COc1ccc(/C=C/c2c(-c3cccc(C)c3)oc3ccc(-c4ccc5c(c4)OCO5)cc23)cc1,-3,12,nt,nt,nt,nt,-4,-8,nt,0.8

# A second format for some results above:
Molecule	VHR inh abs	CCHF vOTU inh	Mtb FBA inh	BoNT-F LC inh	GDH-TPI counter	Mtb BioA inh	Rv3671c inh	MazF activator	FadD28 binding	UGM FP inh
COc1ccc(C2CC(c3cccs3)Nc3nnnn32)cc1 (stereo not given)	24	8	2	-1	-1	nt	11	10	-5.1	-0.4
CCc1cccc(C)c1NC(=O)CSc1n[nH]c(N)n1	nt	9	-1	-3	0	-0.5	-4	2	-2.6	1.6
Cc1ccccc1-c1nnc(-c2ccccc2)o1	32	-5	3	-11	-2	-2.6	-2	2	-4.0	-6.3

# Back to the main list, starting 2 compounds before the break.
SMILES,VHR inh abs,CCHF vOTU inh,Mtb FBA inh,BoNT-F LC inh,GDH-TPI counter,Mtb BioA inh,Rv3671c inh,MazF activator,FadD28 binding,UGM FP inh
COc1ccc(-n2c(=S)[nH]c3cc(C(=O)NCCCN4CCCC4=O)ccc3c2=O)cc1OC,33,-3,0,-1,8,-1.5,-7,4,-1.5,5.8
COc1ccc(/C=C/c2c(-c3cccc(C)c3)oc3ccc(-c4ccc5c(c4)OCO5)cc23)cc1,-3,12,nt,nt,nt,nt,-4,-8,nt,0.8
CCCC1CCC(=NNC(=O)OC(C)(C)C)CC1 (stereo not given),-14,-9,-2,-4,1,nt,4,-10,-0.9,-0.3
CCS(=O)(=O)C1=NSC2=NC(=O)/C(=C\c3cc(C)n(-c4cccc(OC)c4)c3C)C(=N)N21,29,-2,-1,0,7,nt,3,-27,-2.3,-1.4
CC(NC(=O)COc1ccccc1)C(=O)NCc1ccc(S(N)(=O)=O)cc1 (stereo not given),nt,12,3,4,10,-0.1,4,4,-0.8,0.2
CC(=O)c1nn(-c2cccc(C)c2)cc1C(=O)c1cccc(Br)c1,nt,1,14,?,4,-0.7,-6,-1,-1.1,-2.5
COc1ccc(CCC(C)NCC2CCCCC2)cc1 (stereo not given),5,-3,-1,0,5,-3.2,0,-7,0.4,-1.2
CC(C)=CCC[C@H](C)CC1Cc2[nH]c(=S)[nH]c(=O)c2C(c2ccc(F)cc2)O1 (stereo not given in full),nt,0,3,-3,nt,26,nt,nt,-0.6,nt
COc1ccc(C2/C(=C(/O)c3ccc(Br)cc3)C(=O)C(=O)N2C)cc1OC (stereo not given),-28,-9,6,-16,9,1.3,-4,2,-1.2,0.9
CCc1ccc(NC(=O)C(=O)N/N=C(\C)CC(=O)Nc2ccc(OC)cc2)cc1,6,-1,4,4,4,nt,-6,10,-1.3,-3.7
Cc1[nH]c2ccc(C(=O)NCC(C)(C)N3CCOCC3)cc2c1C,22,-5,0,-8,7,nt,4,2,-2.9,-1.5
CCOC(=O)c1[nH]nc(N)c1NC(=O)c1ccc(Cl)cc1Cl,25,16,5,-4,7,1.8,3,7,-0.8,2.1
CC(=O)c1ccc(OCC(=O)OCc2cc(-c3ccco3)on2)cc1,nt,1,7,2,7,-3.3,3,-6,0.4,-1.2
O=C1COC(c2ccccc2)=CN1Cc1ccccc1,nt,5,-1,-12,3,-0.1,-6,5,-1.5,1.2
O=C(COC(=O)c1cc(S(=O)(=O)N2CCCCC2)ccc1N1CCOCC1)NC1CCCCC1,15,17,0,-16,5,-2.9,2,-3,1.3,-2.1
CCCCCCN1CCN(C2CN(Cc3ccc(C)cc3)S(=O)(=O)C2)CC1 (stereo not given),nt,4,-1,-7,nt,1.6,nt,nt,-2.9,nt
Cc1[nH]c2ccc(C(=O)OCCN(C)C)cc2c1C,10,3,2,16,-7,-1.5,-1,9,-4.5,2.8
OCCC1CN(Cc2c(O)ccc3ccccc23)CCN1CCc1ccccc1 (stereo not given),20,-9,7,-14,-5,nt,-5,-15,-3.0,-0.1
CCCCn1c(CCC(=O)O)nc2c1c(=O)[nH]c(=O)n2CCC,10,-3,3,nt,0,-4.6,1,2,-2.8,0.1
N=c1sccn1CC(=O)NCCc1ccc(Cl)cc1,18,5,1,1,1,-0.6,-5,1,-1.2,0.4
CCOC(=O)C(=O)N/N=C/c1cccc(Br)c1,13,1,1,?,-3,0.1,-4,6,-1.4,4.3
Nc1ccc(C(=O)NCC(=O)O)cc1,nt,9,5,-8,0,-0.7,5,3,-1.3,-0.4
COc1ccc(C2C(C#N)=C(N)Oc3cc(C)n(Cc4ccncc4)c(=O)c32)cc1 (stereo not given),15,0,2,-3,5,1.4,3,4,-1.5,1.0
C=CC[N+](C)(C)CCN1C(=O)C2C(c3ccccc3)C=CC(c3ccccc3)C2C1=O (stereo not given),-2,-7,-1,-4,-5,nt,1,10,-1.7,1.6
O=Cc1cn(CC(=O)N2CCOCC2)c2ccccc12,31,-12,-5,2,-5,-1.8,3,-2,-3.5,-1.5
O=C(COc1ccc([N+](=O)[O-])cc1)N(Cc1ccccc1)Cc1ccccc1,4,3,-1,-8,-3,nt,-1,7,-3.4,0.7
COC(=O)c1cc(NC2c3ncccc3C(=O)N2Cc2ccccc2)cc(C(=O)OC)c1 (stereo not given),26,-11,0,-2,9,-0.9,1,5,-0.3,-2.4
O=C(/C=C/c1cccc([N+](=O)[O-])c1)NCCSc1ccccc1,-6,6,3,0,9,nt,-1,2,-2.7,-3.9
CN(C(=O)Cc1ccc(Cl)c(Cl)c1)C(CN1CCCC1)c1cccc(OCC(=O)O)c1 (stereo not given),nt,-4,1,3,12,1.1,-4,5,-1.7,0.5
CCOc1ccc(NC(=O)N2CCC(C(=O)c3ccc(F)cc3)CC2)cc1,-2,-6,-1,-3,10,-0.7,-4,0,1.4,-1.5

# Part of the list above, with two lines to a compound.
# Value order: VHR inh abs, CCHF vOTU inh, Mtb FBA inh, BoNT-F LC inh, GDH-TPI counter, Mtb BioA inh, Rv3671c inh, MazF activator, FadD28 binding, UGM FP inh
CCCCn1c(CCC(=O)O)nc2c1c(=O)[nH]c(=O)n2CCC
    10, -3, 3, nt, 0, -4.6, 1, 2, -2.8, 0.1
N=c1sccn1CC(=O)NCCc1ccc(Cl)cc1
    18, 5, 1, 1, 1, -0.6, -5, 1, -1.2, 0.4
CCOC(=O)C(=O)N/N=C/c1cccc(Br)c1
    13, 1, 1, ?, -3, 0.1, -4, 6, -1.4, 4.3
Nc1ccc(C(=O)NCC(=O)O)cc1
    nt, 9, 5, -8, 0, -0.7, 5, 3, -1.3, -0.4
COc1ccc(C2C(C#N)=C(N)Oc3cc(C)n(Cc4ccncc4)c(=O)c32)cc1 (stereo not given)
    15, 0, 2, -3, 5, 1.4, 3, 4, -1.5, 1.0
C=CC[N+](C)(C)CCN1C(=O)C2C(c3ccccc3)C=CC(c3ccccc3)C2C1=O (stereo not given)
    -2, -7, -1, -4, -5, nt, 1, 10, -1.7, 1.6
O=Cc1cn(CC(=O)N2CCOCC2)c2ccccc12
    31, -12, -5, 2, -5, -1.8, 3, -2, -3.5, -1.5
